# DT40 TDP1 no CPT: qHTS for Inhibitors of human tyrosyl-DNA phosphodiesterase 1 (TDP1): qHTS in cells in absence of CPT. DT40 Tdp1-/- hTDP1 cells, no CPT, ATP luminescence, 48 h. Potency, µM (titrated, usually from 46.2 µM), for the others: at the highest dose activity change, negative = growth inhibition, most hits filed as inhibitors. 420,000 tested, 15% active. AID 686978, 2013; further: nearly all actives have a fitted effect of over 55% in size
#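 Compound effects on proliferation are scored in DT40 Tdp1-/-;hTDP1 cells in the absence of CPT. ATP levels (CellTiter-Glo luminescence) are recorded after a ≥48 hr, 37 °C incubation.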
# TDP1 cell CPT: DT40-hTDP1 cell growth loss with CPT. Potency, µM (highest dose often 46.2 µM), without a hit: at the highest dose activity change, negative = growth inhibition, hits mostly inhibitors. chicken DT40 Tdp1-/-;hTDP1 cells + 20 nM CPT, ATP luminescence, 48 h. 420,000 tested, 12% active; further: nearly all actives have a fitted effect of over 55% in size
#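 Chicken DT40 Tdp1-/- cells complemented with human TDP1, 400 cells/well, exposed to compounds plus 20 nM camptothecin for at least 48 h at 37 C; viability read as ATP content by CellTiter-Glo luminescence.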
# GCN5L2 inh: blocks human GCN5L2 histone acetyltransferase; GCN5L2 HAT assay, ThioGlo1 CoA-SH fluorescence; Potency, µM (highest dose often 58.9 µM), for inactives: top-dose activity change, negative = inhibition, most hits filed as inhibitors; Q92830; 390,000 tested, 0.21% active
# Target sequence (Q92830 whole entry, looked up): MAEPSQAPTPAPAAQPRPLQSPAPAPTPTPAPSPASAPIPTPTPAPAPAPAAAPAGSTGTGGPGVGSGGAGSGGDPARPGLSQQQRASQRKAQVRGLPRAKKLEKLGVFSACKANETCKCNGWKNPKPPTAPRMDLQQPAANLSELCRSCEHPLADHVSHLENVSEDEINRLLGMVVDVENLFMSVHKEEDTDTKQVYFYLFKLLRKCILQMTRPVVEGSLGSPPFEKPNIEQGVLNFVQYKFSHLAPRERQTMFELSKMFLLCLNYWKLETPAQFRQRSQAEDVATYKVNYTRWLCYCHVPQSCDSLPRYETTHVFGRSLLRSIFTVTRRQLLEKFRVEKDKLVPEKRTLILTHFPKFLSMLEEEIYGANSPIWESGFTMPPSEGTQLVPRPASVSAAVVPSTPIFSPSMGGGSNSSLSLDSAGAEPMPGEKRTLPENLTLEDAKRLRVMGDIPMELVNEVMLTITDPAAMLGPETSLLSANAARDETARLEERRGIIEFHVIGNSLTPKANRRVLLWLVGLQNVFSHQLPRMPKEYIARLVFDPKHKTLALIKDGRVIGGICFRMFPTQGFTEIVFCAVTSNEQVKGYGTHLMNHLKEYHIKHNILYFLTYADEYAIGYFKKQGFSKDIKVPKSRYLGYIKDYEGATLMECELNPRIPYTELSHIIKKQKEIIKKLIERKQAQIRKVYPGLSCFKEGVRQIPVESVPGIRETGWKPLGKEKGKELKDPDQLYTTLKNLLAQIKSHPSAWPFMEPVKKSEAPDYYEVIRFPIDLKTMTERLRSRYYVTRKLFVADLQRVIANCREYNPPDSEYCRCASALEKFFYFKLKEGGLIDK
#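 Fluorescence readout, Ex340nm/Em540nm: ThioGlo1 (50uM final) reacts with free CoA thiol released as 20nM GCN5L2 acetylates H3(1-25) peptide (75uM) using acetyl-CoA (70uM). Compound and enzyme sat 15 min beforehand; 20 min room-temperature reaction.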
# An asterisk follows results filed as active; ? = inconclusive; · = no result given; & = joins results of further samples; ! = a repeat was not active. The call rests on the fitted dose curve; in most records, active means well fitted curve in the direction sought with a large enough effect; inconclusive means small, poorly fitted or top-dose-only effect, or another doubt; inactive means no such curve, though single readings can be large; an effect the other way counts as inactive or inconclusive. On the % scale 0 is the no-effect control and ±100 the full control effect; potency means the concentration at half of the fitted maximal effect. The list is partial. The share of hits here may be higher or lower than overall.
SMILES,DT40 TDP1 no CPT,TDP1 cell CPT,GCN5L2 inh
CC(=O)OCC1=C[C@@H]2OC(=O)C3=CO[C@@H](O[C@@H]4O[C@H](CO)[C@@H](O)[C@H](O)[C@H]4O)[C@H]1[C@@H]32,-25.6%,0.1%,-0.3%
CN1CCOC(c2ccccc2)c2ccccc2C1 (configuration not stated),?,?,0.2%&-1.7%
COc1ccc(CC(=O)NCC(c2cccs2)S(=O)(=O)c2ccc(Cl)cc2)cc1 (configuration not stated),?,?,-25.6%
N[C@H]1CN(c2c(F)cc3c(=O)c(C(=O)O)cn(C4C[C@H]4F)c3c2Cl)CC12CC2 (some centres not stated),-27.3%,-5.3%,·
Cc1[nH]n2c(=O)cc(-c3ccc(Cl)cc3)nc2c1-c1ccccc1,0.92µM*,0.651µM*,?
O=C1c2c(O)cccc2[C@H]([C@@H]2O[C@H](CO)[C@@H](O)[C@H](O)[C@H]2O)c2cc(CO)cc(O)c21,-0.4%&-7.7%,-18.4%&-21.5%,·
CCOC(=O)c1ccc(N)cc1,-0.2%,-21.0%,-3.2%
C/C=C(/C)C(=O)O[C@@H]1c2c(ccc3ccc(=O)oc23)OC(C)(C)[C@@H]1OC(=O)/C(C)=C\C,9.2µM*,16.4µM*,-12.6%
CC1(C)Cc2c(sc(NC(=S)NC(=O)c3ccccc3)c2C(=O)O)CO1,4.7%,4.5%,2.9%
Cc1oc(=O)oc1CN1CCN(c2cc3c(cc2F)c(=O)c(C(=O)O)c2n3C(C)S2)CC1 (configuration not stated),-11.0%,-21.7%,-22.2%
COc1ccc(C(=O)NCc2ccc(OCCN(C)C)cc2)cc1OC,12.4%&-19.1%,4.5%&8.2%,-0.7%
COc1cc(C(c2c(C)[nH][nH]c2=O)c2c(C)[nH][nH]c2=O)ccc1OC(=O)c1ccccc1F,-3.3%,26.1%,-8.2%
CCN(CC)CCNC(=O)c1cc(Cl)c(N)cc1OC,?,1.2%&-8.7%&-11.4%,-0.9%
CC(O)CN(C)C (configuration not stated),-9.5%,14.0%,-8.9%
Cc1c(NC(=O)c2cccnc2)c(=O)n(-c2ccccc2)n1C,3.0%,-1.3%,?
OCCN1CCN(CCCN2c3ccccc3Sc3ccc(Cl)cc32)CC1,29.1µM*,23.1µM*,0.6%
Nc1nnnn1-c1ccccc1,-0.9%,-18.9%,·
O=C(O)[C@H]1[C@H]2C[C@H]3c4[nH]c5ccccc5c4CCN3C[C@@H]2CC[C@@H]1O,13.3µM*,10.6µM*,·
Cc1ccccc1C(=O)Nc1ccc(C(=O)N2CCCC(O)c3cc(Cl)ccc32)c(C)c1 (configuration not stated),?,?,·
CCOC(=O)c1ccc(OCCN2C[C@H](O)[C@@H](O)[C@H](O)[C@H]2CO)cc1,?,-2.8%,·

# Next section:
SMILES,DT40 TDP1 no CPT,TDP1 cell CPT,GCN5L2 inh
NC(=O)N[C@@H](CCC(=O)O)C(=O)O,-7.2%,0.6%,·
CC12CCC(CC1)C(C)(C)O2,-3.4%&-13.4%&-6.1%,-24.3%&2.0%&0.3%,-18.8%
O=C(CCN1CCC(c2ccccc2)C1)c1ccc2c(c1)OCCO2 (configuration not stated),1.84µM*,2.06µM*,-9.2%&-7.6%
C=CC1=C(C(=O)O)N2C(=O)[C@@H](NC(=O)/C(=N\O)c3csc(N)n3)[C@H]2SC1 (stereo in doubt),17.1%&-6.0%&-13.1%,-6.2%&10.5%&-5.8%,·
COc1ccc(/C=C/C(=O)Nc2ccccc2C(=O)O)cc1OC,?,-25.8%,-16.1%&-6.1%&-13.1%&-9.4%
CCOCCCNC(=O)C(=O)Nc1c2c(nn1-c1ccc(OC)cc1)CSC2,?,?,-10.0%
COCCCOc1cc(C[C@@H](C[C@H](N)[C@@H](O)C[C@H](C(=O)NCC(C)(C)C(N)=O)C(C)C)C(C)C)ccc1OC,-5.2%,11.3%,·
OC(C#CCN1CCCC1)(c1ccccc1)c1ccccc1,?,-6.2%&-24.6%,-1.0%&-3.9%
O=C1c2ccc(O)c(O)c2C(=O)c2c(O)ccc(O)c21,?,10.3µM*,?
CCOC(=O)N1CCc2c(sc3c2c(=O)n(Cc2ccccc2)c(=O)n3CC(=O)Nc2ccc(F)cc2)C1,10.3µM*,5.8µM*,-1.0%
CCN(CC)CCn1c(=O)c(Cc2ccc(OC)cc2)nc2ccccc21,?,?,-6.0%
Cc1cc(-c2ccccc2)nnc1NCCN1CCOCC1,-4.5%&-5.4%&-1.4%,1.2%&-1.0%&5.1%,0.3%
O=C(O)c1ccc[n+]([O-])c1,-17.0%,-8.5%,0.4%
NC(=O)c1cn(Cc2c(F)cccc2F)nn1,-3.8%&-5.6%,12.9%&6.9%,-1.6%&-8.5%&1.9%&-4.0%
CN1CCN(C(c2ccccc2)c2ccccc2)CC1,?,?,0.6%
CN1CCN(CCC(=O)N2c3ccccc3Sc3ccc(C(F)(F)F)cc32)CC1,?,?,-5.2%&-8.0%
COc1cc(O)c2c(=O)cc(-c3ccc(OC)c(-c4c(O)cc(O)c5c(=O)cc(-c6ccc(O)cc6)oc45)c3)oc2c1,?,?,-18.2%
CC(=O)c1ccc(S(=O)(=O)NC(=O)NC2CCCCC2)cc1,-9.3%&-2.6%,15.0%&-5.8%,?
CN(C(=O)CCCOc1ccc2[nH]c(=O)ccc2c1)C1CCCCC1,?,-7.6%&9.3%,-1.7%&-13.5%
O=C(CC1N=C2c3ccccc3N=C(SCc3ccc(F)cc3)N2C1=O)NC1CCCCC1 (configuration not stated),16.4µM*,?,-4.1%

# The results go on:
Structure,DT40 TDP1 no CPT,TDP1 cell CPT,GCN5L2 inh
CCOc1ccc(NC(=O)Cn2cc(C(=O)c3ccco3)c3ccccc32)cc1,?,-27.8%&-20.5%,-1.5%&-3.2%
COc1ccc(-n2ccn(CC(=O)Nc3ccc(C)c(C)c3)c(=O)c2=O)cc1OC,8.3%,-3.7%,-6.2%
COC(=O)C1=CO[C@@H](O[C@H]2OC(CO)C(O)C(O)C2O)C2C1CC(O)C2C (some centres not stated),-0.7%,-2.8%,-1.9%
CCc1cc(=O)oc2c(CNC(Cc3ccccc3)C(=O)O)c(O)ccc12 (configuration not stated),8.6%,14.4%,-4.4%
CCCNC(=O)C1CCC(Cn2c(=O)c3sccc3n(CC(=O)NCc3ccccc3)c2=O)CC1 (configuration not stated),1.9%,2.0%,10.8%
C[C@@H](N)C1CCC(C(=O)Nc2ccncc2)CC1 (some centres not stated),?,?,-9.5%&1.6%&9.2%
c1ccc(CC2=NCCN2)cc1,-6.8%,1.7%,7.1%
O=S(=O)(c1cccc2cnccc12)N1CCCNCC1,?,?,1.3%
Cn1c(O)c(N=NC(N)=S)c2ccccc21,5.31µM*,6.68µM*,-29.0%
NC(=O)c1cccc(-c2cc(Nc3ccc(OC(F)(F)F)cc3)ncn2)c1,14.6µM*,?,-18.5%
CCOc1ccccc1C(N)=O,0.7%&0.6%,-9.8%&14.3%,1.6%
O=c1cc(-c2ccc(O)cc2)oc2cc(OC3OC(CO)C(O)C(O)[C@H]3O[C@@H]3OC[C@@](O)(CO)C3O)cc(O)c12 (some centres not stated),-1.2%,7.8%,-22.7%
Cc1c(C(=O)NCCO)[n+](=O)c2ccccc2n1[O-],-17.9%,5.6%,-11.3%
Cn1c(=O)c2c(ncn2CC2OCCO2)n(C)c1=O,-14.4%&4.9%,8.6%&18.5%,2.4%&1.4%
CCN1CCN(CCCNC(=O)c2cc3c(s2)-c2c(C)cccc2OC3)CC1,5.8µM*,4.61µM*,-16.7%
C1CCC(C(CC2CCCCN2)C2CCCCC2)CC1 (configuration not stated),11.6µM*,10.3µM*,-2.9%&-9.8%&21.8%
COc1ccc(C(=O)CC(=O)c2ccc(C(C)(C)C)cc2)cc1,?,?,31.6µM*
Cn1c(=O)c2[nH]c(Br)nc2n(C)c1=O,-18.3%,-9.7%,-8.4%
Cc1ccc(C)c(NC(=O)Cn2cc(C(=O)c3ccco3)c3ccccc32)c1,?,?,-3.4%
O=C(NCCc1c[nH]c2ccccc12)c1cccnc1,4.2%&-21.6%,-4.6%&-9.4%,1.4%&-14.8%

# Further structures:
Structure,DT40 TDP1 no CPT,TDP1 cell CPT,GCN5L2 inh
Cc1cc(NS(=O)(=O)c2ccc(N)cc2)nc(C)n1,-26.6%,-3.9%,-15.1%
COc1ccc(CNC(=O)C2CCCN(c3nnc(C)c4c(C)n(-c5ccc(C)cc5)nc34)C2)cc1 (configuration not stated),20.6µM*,13µM*,-1.0%
CCCn1cnc2c1c(=O)n(CCCCC(C)=O)c(=O)n2C,-6.6%,-18.2%,-4.7%
CC[n+]1c(C)sc2cc(OC)ccc21,2.91µM*,2.59µM*,-9.7%
COc1cc(C(=O)OC(COCCC(C)C)CN2CCOCC2)cc(OC)c1OC (configuration not stated),-23.8%,3.0%,·
C[C@@H]1C[C@H]2C3C[C@H](F)C4=CC(=O)C=CC4(C)[C@@]3(F)[C@@H](O)CC2(C)[C@@]1(O)C(=O)COC(=O)C(C)(C)C (some centres not stated),?,14.3%,·
CC1(C)O[C@H]2CC(=O)OC[C@]23[C@H]2CC[C@@]4(C)[C@H](c5ccoc5)OC(=O)[C@H]5O[C@]54[C@]2(C)C(=O)C[C@@H]13,17.2%,-28.8%,·
O=c1[nH]c2cc(C(F)(F)F)c(N3CCOCC3)cc2n(CP(=O)(O)O)c1=O,-1.2%,0.0%,-4.5%
CC[N+](C)(CC)CCOC(=O)C(O)(c1ccccc1)C1CCCCC1 (configuration not stated),?,?,2.1%
CCCCCCCCCCCCCCCC(=O)O[C@@H]1CC(C)=C(/C=C/C(C)=C/C=C/C(C)=C/C=C/C=C(C)/C=C/C=C(C)/C=C/C2=C(C)C[C@@H](OC(=O)CCCCCCCCCCCCCCC)CC2(C)C)C(C)(C)C1,?,?,·
Cc1ccc(CN2CCN(Cc3cccc4nccnc34)CC2CCO)cc1 (configuration not stated),-18.4%,?,-2.2%
COc1cc(NS(=O)(=O)c2ccc(N)cc2)nc(C)n1,8.3%,1.2%,·
C[C@]12CCC(=O)C=C1CC[C@@H]1[C@@H]2CC[C@@]2(C)[C@H]1CC[C@]2(O)C(=O)CO,?,?,-1.2%&-3.0%&4.9%
CCCCC(O)c1ccccc1 (configuration not stated),-12.3%,3.7%,·
Cc1ccc(S(=O)(=O)NC(=O)NC2CCCCCCC2)cc1,4.6%,13.3%,1.6%
O=c1cc(-c2ccc(O)cc2)oc2cc(O[C@H]3OC(CO)C(O)C(O)C3O)cc(O)c12 (some centres not stated),-3.5%,5.4%,-20.6%
O=C(c1ccc(F)cc1)C1CCN(CCn2c(=O)[nH]c3ccccc3c2=O)CC1,?,7.31µM*!,-4.1%
CC(=O)C1CCC2C3CC(C)C4=CC(=O)CC[C@@]4(C)C3C(O)C[C@@]12C (some centres not stated),?,?,6.0%
Cc1nc(-c2ccc(Cl)cc2)oc1COC(C)(C)C(=O)O,-12.2%,-3.1%,-3.9%
CC(COc1ccccc1)NC(C)C(O)c1ccc(O)cc1 (configuration not stated),6.1%,6.4%,-4.3%&10.2%

# A different layout for part of the listing above:
# Each structure is followed by: DT40 TDP1 no CPT | TDP1 cell CPT | GCN5L2 inh
C[C@]12CCC(=O)C=C1CC[C@@H]1[C@@H]2CC[C@@]2(C)[C@H]1CC[C@]2(O)C(=O)CO
    ? | ? | -1.2%&-3.0%&4.9%
CCCCC(O)c1ccccc1 (configuration not stated)
    -12.3% | 3.7% | ·
Cc1ccc(S(=O)(=O)NC(=O)NC2CCCCCCC2)cc1
    4.6% | 13.3% | 1.6%
O=c1cc(-c2ccc(O)cc2)oc2cc(O[C@H]3OC(CO)C(O)C(O)C3O)cc(O)c12 (some centres not stated)
    -3.5% | 5.4% | -20.6%

# Further entries follow:
Structure,DT40 TDP1 no CPT,TDP1 cell CPT,GCN5L2 inh
COc1ccc(CCNc2nc(SCc3ccccc3Cl)nc3ccccc23)cc1OC,4.61µM*,8.2µM*,-2.3%
O=C(NCc1ccco1)c1ccc2c(c1)N(Cc1cccc(Cl)c1)C(=O)c1ccccc1S2=O (configuration not stated),?,?,-15.7%
c1ccc(CN(CC2=NCCN2)c2ccccc2)cc1,?,?,0.2%&-3.1%&11.0%&-0.5%
COc1ccccc1N1CCN(CCCNc2cc(=O)n(C)c(=O)n2C)CC1,-12.0%&-14.4%&-19.4%&1.6%&-13.6%,-4.3%&3.8%&-24.6%&10.8%&8.5%,-2.6%
CCN(CC)CCOC(=O)C1(c2ccccc2)CCCC1,?,-24.4%&-17.0%,0.5%
